14-3-3 PPI – alters human 14-3-3 gamma binding to Raf peptide; 0.19% of 160,000 active; inhibition, % at 40 µM; P61981; AID 422; FP, 14-3-3gamma / TMR-pS259-Raf peptide binding; in the data active = inhibition above about 30%;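 note: 0% = protein plus tracer without compound and 100% = blank with tracer alone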
Target sequence (P61981 whole entry, looked up): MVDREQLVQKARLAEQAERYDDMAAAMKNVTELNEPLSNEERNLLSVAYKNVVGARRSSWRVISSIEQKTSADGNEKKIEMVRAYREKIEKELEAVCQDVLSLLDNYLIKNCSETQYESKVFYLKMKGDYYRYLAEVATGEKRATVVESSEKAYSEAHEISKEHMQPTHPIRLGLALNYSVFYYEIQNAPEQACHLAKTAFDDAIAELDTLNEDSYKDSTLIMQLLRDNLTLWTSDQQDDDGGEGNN
* marks the source's active call; other numbers are inactive results; & = joins results of further samples. Not all compounds are listed. The share of hits here may be higher or lower than overall.

SMILES | 14-3-3 PPI
COc1ccc(-n2c(SCC(=O)N3CCCC(C)C3)nnc2-c2cccnc2)cc1 (stereo not drawn) | -4
O=C(CSc1nnc(Cn2c(=O)sc3ccccc32)n1-c1ccccc1)N1CCCC1 | 4
CCOc1ccc(C(=O)Nc2nc3c(s2)C(=O)CC(C)(C)C3)cc1OCC | -2
CCSCCOC(=O)C1=C(C)NC(=O)NC1c1ccc2c(c1)OCO2 (stereo not drawn) | -1
Fc1ccc(-n2cc(-c3ccccc3)c3c(NC4CCCCCC4)ncnc32)cc1 | -14
COc1ccccc1N(CC(=O)Nc1ccc(C)cc1)S(C)(=O)=O | 5
Cc1c(NC(=O)c2ccc(N3C(=O)C4C5C=CC(C5)C4C3=O)cc2)c(=O)n(-c2ccccc2)n1C (stereo not drawn) | -6
COC(=O)c1c(NC(=O)c2cc(OC)c(OC)c(OC)c2Br)sc2c1CCC(C)C2 (stereo not drawn) | -9
CC1=C(C(=O)OCC(C)C)C(c2ccccc2Cl)NC(=O)N1C (stereo not drawn) | 3&1
CCC1Sc2ccccc2N(CC(=O)NCc2ccc(C)cc2)C1=O (stereo not drawn) | -2
O=C(CCN1C(=O)c2ccccc2C1=O)N1CCCCCC1 | -5
COc1ccc(NC(=O)N(C2CCC(C)CC2)C2CCN(C(C)=O)CC2)c(OC)c1 (stereo not drawn) | 7
CC1CCN(S(=O)(=O)c2ccc3[nH]cc(C(=O)NCCCN4CCOCC4)c(=O)c3c2)CC1 | -7
COc1ccc(N2CCCC2=O)cc1 | -13
COc1cc2c(C(=O)N(C)c3ccc(Br)cc3)cn(C)c(=O)c2cc1OC | 3
CCn1nnnc1-c1ccc(OC)c(S(=O)(=O)Nc2ccc(OC)cc2)c1 | 3
Cc1c(C(=O)NC(C)c2ccncc2)oc2ccccc12 (stereo not drawn) | -4
CCCc1nc2ccccc2n1CC(=O)O | -1
COc1ccc(-c2cc(C(=O)Nc3ccn(Cc4ccc(C)cc4)n3)no2)cc1 | -12
O=C(c1cccn2c(=O)c3ccccc3nc12)N1CCN(c2ccccc2)CC1 | 7
O=C1C(=O)N(c2ccc(O)c(C(=O)O)c2)C(c2ccc([N+](=O)[O-])cc2)/C1=C(\O)c1ccccc1 (stereo not drawn) | -5
COc1ccc(-c2csc(NC(=O)c3ccc(S(=O)(=O)N4CCc5ccccc54)cc3)n2)cc1 | -48
Cc1ccc(NC(=O)c2c(C)nc3sc(C(=O)NCc4ccco4)c(N)c3c2-c2ccco2)c(C)c1 | -26
COc1cc(CN2CCN(CCOCCO)CC2)cc(OC)c1OC | 3
O=[N+]([O-])c1ccc(N2C(=S)N3CCCN3C2c2ccc(Cl)cc2)cc1 (stereo not drawn) | 0
O=[N+]([O-])c1cccc(S(=O)(=O)N2CC3C4C=CC(C4)C3C2)c1 (stereo not drawn) | -12
CC1(C)CC(c2ccc(F)cc2)(C(CN)CO)CCO1 (stereo not drawn) | 1
O=C1CC(c2cccc([N+](=O)[O-])c2)Sc2nc(C34CC5CC(CC(C5)C3)C4)nn21 (stereo not drawn) | -12
COc1cc(NC(=O)CCn2c(=S)oc3ccccc32)cc(OC)c1OC | 8
COc1ccc(OCc2nn3c(-c4cccc(OC)c4)nnc3s2)cc1 | -2
CCC(=O)Nc1sc2c(c1C(=O)Nc1ccccc1Cl)CCC2 | -74
O=C(c1cccnc1)N1N=C(c2cccs2)CC1c1ccc(F)cc1 (stereo not drawn) | -25
O=C(CSc1oc(-c2ccco2)nc1S(=O)(=O)c1ccc(Cl)cc1)c1ccc(Cl)cc1 | -89
O=C(Cc1c(C(=O)O)[nH]c2ccc(Cl)cc12)NCc1ccc2c(c1)OCO2 | 0
CCCN(CCC)C(=O)CSc1nc2ccccc2c(=O)n1C1CCCC1 | 3
COc1ccc(S(=O)(=O)N=C2C=CC(=O)c3ccccc32)cc1 | -50
Cc1cc(=O)[nH]c2c(C)c(Cl)ccc12 | 5
COc1cc(S(=O)(=O)N2CCOCC2)ccc1F | 3
COc1ccc(N2CCN(C(=O)C3CCC(Cn4c(=O)[nH]c5ccccc5c4=O)CC3)CC2)cc1 (stereo not drawn) | -2
CC(=O)N1CC(C)C(=O)N(C(C)=O)c2ccccc21 (stereo not drawn) | -8
O=C1CSC2=NCN(c3ccc4c(c3)OCO4)CN12 | 0
COc1cc(S(=O)(=O)n2ccnc2C)c(OC)cc1Cl | -6
COC(=O)c1ccc(-n2c(C)cc(/C=N/n3cnnc3)c2C)cc1 | -4
CC(CCc1ccccc1)Nc1cc(N2CCCC2)ccc1[N+](=O)[O-] (stereo not drawn) | -5
CCCCNC(=O)c1cnn2c(C)c(Cc3ccccc3C)c(C)nc12 | -26
CCN1/C(=C\c2sc3ccccc3[n+]2CCC(=O)O)Sc2ccccc21 | -5
CCN(CCO)Cc1cc(=O)oc2c(C)c(C)ccc12 | -1
c1ccc(C2CN3OC2CC3(c2ccccc2)c2ccccc2)cc1 (stereo not drawn) | -2
O=C(NCc1cccnc1)c1ccc2c(=O)n(CCc3ccccc3)c(=S)[nH]c2c1 | 14
Cc1cccc(CCNC(=O)Cc2c(C(=O)O)[nH]c3ccccc23)c1 | 2
COc1ccc(C2CC(c3cccc(Cl)c3)n3nc(N)nc3N2)cc1 (stereo not drawn) | -5
COc1ccc(-n2c(=S)[nH]c3cc(C(=O)NCCCN4CCOCC4)ccc3c2=O)c(OC)c1 | 6
Cc1ccc(-n2c(SCC(=O)NCc3ccco3)nc3c(sc4ccccc43)c2=O)cc1 | -24
COC(=O)c1cc2ccccc2c(N)c1O | 12
CCOC(=O)c1c(NC(=O)c2ccc(C(=O)c3ccccc3)cc2)sc2c1CCCC2 | -8
COc1ccc(-c2coc3cc4oc(=O)cc(-c5ccc(OC)cc5)c4cc23)cc1 | -3
COc1ccccc1OCCSc1nnc2sc3ccccc3n12 | -4
Cc1cc(C)c(C(N)=O)c(NCCc2ccccc2)n1 | 9
CCCCCCn1c(N2CCC(C(N)=O)CC2)nc2c1c(=O)n(C)c(=O)n2C | -4
COC(=O)Nc1nnc(CCc2ccccc2)s1 | -7
Remaining list, next part
SMILES | 14-3-3 PPI
Cc1ccc(C)c(N2CCN(C(=O)CN(C)S(=O)(=O)c3cnc[nH]3)CC2)c1 | -5
O=C(Nc1ccccc1N=Cc1cccc([N+](=O)[O-])c1)c1ccc(C(F)(F)F)cc1 | 7
CCOc1ccc(CCNC(=O)c2nnc(Cc3ccc(F)cc3)o2)cc1OCC | 0
COc1cc2nc(SCC(=O)c3ccc(Br)cc3)n3nc(C)nc3c2cc1OC | -6
CCOC(=O)c1[nH]c2ccccc2c1NC(=O)CCN1CCN(C(=O)OCC)CC1 | -2
CCOc1cc(C2C(C(=O)OCC(C)C)=C(C)N=C3SCCC(=O)N32)ccc1OC(C)=O (stereo not drawn) | 0&-2
OCCN(c1ccccc1)c1ncnc2nc[nH]c12 | 0
COCCCNC(=O)c1cnn2c(C)c(Cc3ccccc3Br)c(C)nc12 | 0
Cc1ccc(N(CC(=O)NC2CCCC2)C(=O)CCCC(=O)Nc2ccccn2)cc1C | 4
Nc1nc2n(n1)C(c1ccccc1)CC(=O)N2 (stereo not drawn) | -7
CCOC(=O)c1c(NC(=O)c2cc(-c3ccc4c(c3)OCO4)on2)sc(C(C)=O)c1C | -4
CCC(C)NC(=O)CN1C(=O)COc2ccc(C(C)(C)C)cc21 (stereo not drawn) | -4
CCc1nnc(SCC(=O)NC2CCCCC2)nc1CC | 4&4
O=C(CCc1nc(-c2ccccc2F)no1)N1CCC(N2CCCCC2)CC1 | -1
CCOc1ccc(S(=O)(=O)Nc2ccc(-c3csc(-c4ccccc4)n3)cc2)cc1 | -9
CC(=O)Nc1c(C(C)=O)oc2ccccc12 | 2
Cc1ccccc1N1OC2C(=O)N(c3ccc(F)cc3)C(=O)C2C1c1ccccn1 (stereo not drawn) | -1&-5
CCOC(=O)c1c(NC(=O)CSc2nc(N)cc(=O)[nH]2)sc2c1CCCCC2 | -14
COCCn1cc(C(=O)NCc2cccnc2)c2c3ccccc3n(C)c2c1=O | 5
CCC1CCCCN1CCCn1c(=S)[nH]c2ccc(N3CCOCC3)cc2c1=O (stereo not drawn) | -40
Cc1nc(Cl)c(C#N)c(C)c1[N+](=O)[O-] | 5
Cc1ccc(C(c2sc3nc(C)nn3c2O)N2CCN(c3ccccc3)CC2)cc1 (stereo not drawn) | -5
Cc1c(Cc2ccccc2)c(=O)oc2cc3occ(-c4ccc5c(c4)OCO5)c3cc12 | -13
Cc1cc2ccccn2c1C(=O)c1ccncc1 | 5
COc1ccc(CNS(=O)(=O)c2ccc(S(=O)(=O)N3CCCCC3)cc2)cc1 | -8
O=C(NCc1ccccn1)Nc1ccc2c(c1)OCO2 | 1
Cc1nc(N(C)c2ccc(C(C)C)cc2)c2c(C)c(C(=O)N3CCCCC3)sc2n1 | -5
Cc1ccc(N2C(=O)c3cccc(Cl)c3C2=O)cc1 | 8
O=C(O)c1cc(-c2ccccc2)n(-c2ccc(Cl)cc2)n1 | -4
COC(=O)c1ccccc1NC(=O)c1sc(=S)n(C)c1N | -9
Cn1c(=O)c2c(nc(CN3CCN(C(=O)c4ccco4)CC3)n2CCc2ccccc2)n(C)c1=O | -4
COc1ccc(Cl)cc1Nc1nnc(-c2cc3c(ccc4ccccc43)oc2=O)s1 | -17
COC(=O)CN(c1nc(C)c(Br)c(OC)n1)S(=O)(=O)c1ccc(C)cc1 | -1
O=C(Cn1nc(C(F)F)cc1C1CC1)N1CCCC1 | 4
C=CCSc1nn2c(=O)c3ccccc3nc2s1 | 2
COc1ccc(Cn2c(CCC(=O)Nc3ccc(CC#N)cc3)nc3cccnc32)cc1 | 4
COc1ccc(-n2c(Cn3c(=O)sc4ccccc43)nnc2SCC(=O)N2CCCCC2)cc1 | 0
COc1ccc(C(=O)CSc2nc3nc(C)cc(C)c3c(=O)[nH]2)cc1OC | -4
c1cn(-c2ncnc3sc4c(c23)CCCC4)cn1 | 1
CCN(CC)S(=O)(=O)c1ccc(C(=O)Nc2nc3c(s2)C(=O)CC(C)(C)C3)cc1 | -14
CCN(CC)CC#CCOC(=O)C(O)(c1ccccc1)C1CCCCC1 (stereo not drawn) | 1&-3
COc1ccc(Cc2cnc(NC(=O)COc3cccc(C(F)(F)F)c3)s2)cc1 | -3
CC(=O)C1=C(O)C(=O)N(CCO)C1c1cccnc1 (stereo not drawn) | -13
Fc1ccc(-n2cc(-c3ccccc3)c3c(NCC4CCCO4)ncnc32)cc1 (stereo not drawn) | 0
O=C(CSc1nc2cc3c(cc2c(=O)n1Cc1ccc2c(c1)OCO2)OCO3)NCCc1ccccc1 | -8
COc1ccc(N(CC(=O)NC(C)(C)C)S(=O)(=O)c2ccccc2)cc1Cl | -9
CN(C)S(=O)(=O)c1ccc(C(=O)Nc2cccc(C(=O)O)c2)cc1 | 5
O=C1C2C3C=CC(C3)C2C(=O)N1c1ccc(NCc2cccc(Cl)c2)c([N+](=O)[O-])c1 (stereo not drawn) | -1
CCCNC(=O)C1(O)c2cc(Br)ccc2NC(=O)N1c1ccc(CC)cc1 (stereo not drawn) | -5
N#Cc1c(NC(=O)CSc2nc3ccccc3c(=O)n2Cc2ccco2)sc2c1CCCC2 | -10
CCOC(=O)C1CCN(Cc2nc(-c3cccc(Br)c3)oc2C)CC1 | 1
C=CCN1C(=O)C(CC(=O)Nc2ccc(C)cc2)SC1=Nc1c(C)n(C)n(-c2ccccc2)c1=O (stereo not drawn) | -23
Cc1nc(Nc2nc3c(c(=O)[nH]2)CCCC3)nc2ccccc12 | 8
CCc1ccccc1NC(=O)c1cc(S(=O)(=O)N2CCCCC2CC)ccc1F (stereo not drawn) | -8
CC(=O)NCCc1c[nH]c2ccc(O)cc12 | -6
CCOCCCn1c(=NC(=O)c2cccnc2)c(C(=O)OCC)cc2c(=O)n3ccccc3nc21 | -7
CCOc1cccc(C=Nc2cc(C)cc(C)c2O)c1O | -26
COc1cccc(C(=O)Oc2ccc(-c3cnc4ccccc4n3)cc2)c1 | -7
O=C(NCCc1ccccc1)c1cc2c(=O)n3ccccc3nc2s1 | 9
COc1ccc(CN(C(=O)c2cccc(F)c2)C2CC(=O)N(c3ccccc3)C2=O)cc1 (stereo not drawn) | -1
CC1=C(/C=C/C(C)=C/C=C/C(C)=C/C(=O)Nc2ccc(O)cc2)C(C)(C)CCC1 | -13
Cc1ccc(C(=O)N2CCN(Cc3ccc4c(c3)OCO4)CC2)cc1C | -17
COC(=O)c1c(NC(=O)COc2cccc(C)c2C)sc2c1C(C(=O)OC)CC2 (stereo not drawn) | -10
